# NPYLR7 ag = activates Aedes aegypti NPYLR7 receptor | HEK293T NPYLR7/Galpha15, GCaMP6s calcium fluorescence | activation, % at 10 µM | 270,000 tested, 0.15% active; in the data active = activation above about 40%;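 also: 0% = vehicle and 100% = reference agonist at the receptor; some compounds past the cut are filed as inactive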
# mcGAS inh = inhibitors of mouse cGAS; 160,000 tested, 0.15% active; Q8C6L5; inhibition, % at 12.5 µM; recombinant cGAS, Kinase-Glo ATP depletion luminescence; AID 1259399;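 also: 0% = negative control wells and 100% = reference inhibitor with no enzyme activity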
# hcGAS inh = inhibitors of human cGAS; AID 1259398; inhibition, % at 12.5 µM; recombinant h-cGAS, ATP depletion, Kinase-Glo luminescence; 290,000 tested, 0.081% active; Q8N884;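 also: 0% = vehicle reaction and 100% = reaction without DNA for no activity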
# Target sequence (Q8N884 whole entry, looked up): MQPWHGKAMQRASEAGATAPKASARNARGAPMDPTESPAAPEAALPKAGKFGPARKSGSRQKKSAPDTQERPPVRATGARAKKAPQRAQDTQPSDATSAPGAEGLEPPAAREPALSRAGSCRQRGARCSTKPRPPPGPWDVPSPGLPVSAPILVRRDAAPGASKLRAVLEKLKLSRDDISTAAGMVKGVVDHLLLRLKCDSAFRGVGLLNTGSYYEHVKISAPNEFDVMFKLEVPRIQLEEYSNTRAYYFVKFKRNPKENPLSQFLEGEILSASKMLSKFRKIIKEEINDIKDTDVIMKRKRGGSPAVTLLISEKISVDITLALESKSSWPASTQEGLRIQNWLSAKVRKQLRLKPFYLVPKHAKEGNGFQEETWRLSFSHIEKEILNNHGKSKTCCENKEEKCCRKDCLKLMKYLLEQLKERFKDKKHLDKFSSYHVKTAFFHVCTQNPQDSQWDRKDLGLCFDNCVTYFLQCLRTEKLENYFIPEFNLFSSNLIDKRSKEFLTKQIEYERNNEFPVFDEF
# Numbers without * were called inactive; . = no result given; & = joins results of further samples. Rule as the data show it, unless noted: active = inhibition above about 40%; inactive = the rest.
smiles,NPYLR7 ag,mcGAS inh,hcGAS inh
COc1ccc(NC(=O)C2CCN(C(=O)CCNC(=O)Nc3c(F)c(F)c(F)c(F)c3F)CC2)cc1,13,-5,-3
O=C(c1cc(=O)c(OCc2ccc(F)cc2)c[nH]1)N1CCN(c2cccc(C(F)(F)F)c2)CC1,1,.,-15
CC(=O)c1cccc(CN2CCN(Cc3ccsc3)C(CCO)C2)c1 (centres undefined),3,.,-2
CC1CC1c1ccc(C(=O)O)o1 (centres undefined),11,.,-8
COCc1ccc(CN2CCCC(N3CCN(c4cccc(C(F)(F)F)c4)CC3)C2)o1 (centres undefined),19,.,-6
CC(=O)c1ccccc1OS(=O)(=O)c1cc(Cl)ccc1Cl,5,.,-7
Cn1cnnc1SCC(=O)Nc1ccc(OC(F)(F)F)cc1,-4,-5,-3
CCOC(=O)c1c(NC(=O)Nc2ccccc2)sc2c1C(C(=O)OCC)CCC2 (centres undefined),-6,.,-6
CC(C)Nc1ccnc(-c2ccc3c(c2)OCO3)n1,6,-15,-4
COc1cc(C)cc(OC)c1OCC(=O)NC12CC3CC(CC(C3)C1)C2,11,.,-9
CCOc1cc(C(=O)Oc2cc(C)[nH]c(=O)c2[N+](=O)[O-])cc(OCC)c1OCC,9,-5,-2
O=C1C2C(C(=O)N1c1ccc3c(c1)OCO3)C1C=CC2C12CC2 (centres undefined),3,-3,-2
CCCc1nc(N2Cc3cnn(CCO)c3C2)c2cnn(C)c2n1,6,-10,-5
CC(=O)c1cccc(NC(=O)c2cn(C)c3c(=O)n(-c4ccccc4)c(=O)[nH]c23)c1,2,.,-5
O=S(=O)(NCCc1csc2nc(-c3ccccc3)nn12)c1ccc(F)cc1,-5,-8,-6
Cc1ccc(CNC(=O)c2c(C)noc2-c2cccnc2)o1,8,-5,-5
COc1cc(S(=O)(=O)NCc2ccc3c(c2)OCO3)c(C)cc1Br,2,.,-3
COc1ccc([C@@H](C)NCc2c(C(=O)N3CCCC3)nc3ccccn23)cc1,5,.,-5
Cc1ccc(-c2cc3c(=O)n(Cc4cc(C)ccc4C)ccn3n2)cc1,-1,-2,-4
COCc1cc(C)nc(N/N=C\c2c(O)ccc3ccccc23)c1C#N,-4,2,-1
CCOC(=O)C1(CCCc2ccccc2)CCN(C(=O)c2c(CC)noc2C)CC1,2&8,-10&-3,-10&-2
CN1CC2(CCN(C(=O)c3[nH]cnc3-c3ccccc3)C2)OC1=O (centres undefined),-2,.,-8
CC1=NN(C(=O)COc2ccccc2C)C(O)(c2ccc(Cl)cc2)C1 (centres undefined),-2,-8,-18
O=C(Nc1cccc(Cl)c1)N1CCSC1c1ccccc1F (centres undefined),16,-4,-7
COc1ccc(CC(=O)N2CCN(c3nc(CCC(C)C)nc4c3cnn4-c3cccc(Cl)c3)CC2)cc1,17,-3,-3
CN1CCCC1CCNc1c2c(nc3ncnn13)CCC2 (centres undefined),3,-9,-5
COCC(=O)Nc1ccc(N(C)C)c(CN(Cc2ccc(F)cc2)C(=O)c2ccccc2Cl)c1,1,-9,-6
COc1cc(Cn2nc(-c3cccs3)c3sc(N4CCCCC4)nc3c2=O)cc(OC)c1,1,-9,-8
C=CCN(C#N)c1nc(N2CCCCC2)nc(N2CCCCC2)n1,-1,.,-10
CCOc1ccc(Cc2nnc(Nc3ccccc3C)[nH]c2=O)cc1,11,.,-3
CCOc1ccccc1NC(=O)N(CCN1CCOCC1)CC(=O)N(CCc1ccccc1)Cc1ccco1,13,-4,-2
COc1ccc(OC)c(S(=O)(=O)Nc2cc(Cl)ccc2C(=O)NCc2ccccc2)c1,21,-8,-7
N#Cc1cccc(CN2C(=O)C3(SCCN3C(=O)C3CCCC3)c3cc(F)ccc32)c1 (centres undefined),-3,1,-4
CC(C)NCC(=O)N1c2ccccc2-n2cccc2C1c1ccc(Cl)cc1 (centres undefined),-8,.,-4
CC1=NN(c2cccc(C(=O)O)c2)C(=O)/C1=C\c1ccc2c(c1)OCO2,-2,-5,-10
Cc1ccc2nc(NC(=O)/C=C/c3ccccc3)sc2c1,-2,-4,-3
COc1cc(NC(=O)N2CCc3ccccc3C2c2ccc(C)cc2)cc(OC)c1OC (centres undefined),25,-8,-4
CC(C)(C)c1nnc2sc(SCC(=O)c3c[nH]c4ccccc34)nn2c1=O,-2,.,-2
O=C(Cc1cc(-c2cc3ccccc3o2)on1)Nc1ccon1,11,-8,-4
N#Cc1ccccc1CNc1ccc(F)c(Cl)c1,0,.,-8
Cc1cc(C(=O)N(CCN(C)C)c2nc3c(F)cccc3s2)nn1C,3,-5,-6
Cc1nnc(CN(C)C(=O)c2csc3nc(-c4ccccc4Cl)cn23)o1,-1,-9,-7
O=C(NCc1ccco1)NC1CC(=O)N(CCCc2ccccc2)C1 (centres undefined),1,.,2
O=C(Nc1c(Cl)cccc1Cl)N1CCC2(CC1)SCCN2C(=O)c1ccc(Cl)c(Cl)c1,-7,-4,-1
CC1CN(C(=O)CSCc2nc3sc4c(c3c(=O)[nH]2)CCC4)CCO1 (centres undefined),10,.,-1
O=c1cc(-c2ccccc2)[nH]n1-c1ccccc1S(=O)(=O)O,0,1,1
CCCCCNC(=O)CC(c1ccc(OC)cc1)c1cn(C)c2ccccc12 (centres undefined),-4,-3,-3
CCN(CC(=O)NCc1cccs1)c1ccc(S(=O)(=O)N2CCCC2)cn1,-1,.,-6
CS(=O)(=O)Nc1ccc(Br)cc1,1,-2,1
CCCCn1c(SCC(=O)NC(C)COC)nnc1-c1ccc(OC)cc1 (centres undefined),11,-7,-3

# Later entries:
smiles,NPYLR7 ag,mcGAS inh,hcGAS inh
CC(C)N(Cc1nc(C(=O)O)cs1)C(=O)Nc1cccc(Cl)c1,2,-4,-3
O=S(=O)(c1ccc(Cl)s1)N1CCCC1c1nc2ccccc2s1 (centres undefined),0,-6,-8
COc1ccc(N2C(=O)C3N=NN(Cc4ccccc4C)C3C2=O)cc1Cl (centres undefined),0,4,-1
O=c1c2cc3c(=O)n(C4CCCCC4)ccc3nc2ccn1-c1ccccn1,-1,.,-2
CCCc1cc(C(=O)OC(C(N)=O)c2ccc(F)cc2)n[nH]1 (centres undefined),6,.,-9
Cc1ccc(Cl)cc1NC(=O)CSc1nnc(CCC(=O)O)c(=O)[nH]1,-2,.,5
O=C(NCCN1CCCCC1CO)c1ccccc1C(F)(F)F (centres undefined),9,.,-7
CC(NC(=O)c1ccc(-c2cc(Cl)ccc2Cl)o1)C(N)=O (centres undefined),-9,2,4
N[C@@H](C(=O)NCc1cccc(CN2CCCC2)c1)c1ccccc1,26,.,-2
COc1nc(-c2ccc(Cl)c(Cl)c2)n(-c2cccc(NC(=O)c3cccs3)c2)n1,23,-7,-5
Cc1nn(-c2ccc(F)cc2)c2c1C(c1ccccc1)C1C(=O)CC(C)(C)CC1=N2 (centres undefined),-5,.,-6
Cc1ccc2[nH]c3c(=O)n(CC(=O)NCCC4=CCCCC4)cnc3c2c1,3,-10,-8
CN(C)c1ccc(Sc2nnc(NC(=O)c3cccc(Br)c3)s2)cc1,-8,-6,-6
O=C1C(Cl)=C(NCC2CCCO2)C(=O)N1C1CCCCC1 (centres undefined),.,-5,-8
Cc1cccc(C(=O)N2CCCC(OCc3ccccc3Cl)C2)c1 (centres undefined),-9,-5,-5
O=C(Nc1cccc(CNC(=O)C2COc3ccccc3O2)c1)C1CC1 (centres undefined),6,-6,5
CN1[C@H]2CC[C@@H]1CN(C(=O)C1(C)CCCCC1)CC2,10,-13,-5
CC1CN(CC(=O)NC(C)c2ccc(F)cc2)CCO1 (centres undefined),6,-5,-7
CCOCC(=O)Nc1scc2c(C(=O)OCC)nn(-c3ccc(F)cc3)c(=O)c12,5,-6,-5
COC(=O)C1CCN(C(=O)CN2CCCCC2C(O)c2ccccc2)CC1 (centres undefined),4,.,-4
CCN(Cc1ccccn1)CC1CCCN(CCc2cccc(F)c2)C1 (centres undefined),2,-10,-8
Cc1cc(=O)n2c(n1)SCC2CC(=O)NC(C)C (centres undefined),1,.,-1
Cc1ccc(Cc2nc(N3CCN(Cc4cccs4)CC3)c3c(C)nn(-c4ccc(F)cc4)c3n2)cc1,-5,0,3
O=C(OCc1nc(C(=O)NCCc2cccc(Cl)c2)cs1)c1ccccc1,-5,-4,-3
O=C(O)c1cccc(CSc2nc(-c3ccccc3)cc(N3CCN(Cc4ccc5c(c4)OCO5)CC3)n2)c1,7,-6,-5

# Single values from the entries so far.
# Value for O=S(=O)(NCCc1csc2nc(-c3ccccc3)nn12)c1ccc(F)cc1 in hcGAS inh: -6
# Value for COc1nc(-c2ccc(Cl)c(Cl)c2)n(-c2cccc(NC(=O)c3cccs3)c2)n1 in mcGAS inh: -7
# Value for Cc1ccc(-c2cc3c(=O)n(Cc4cc(C)ccc4C)ccn3n2)cc1 in hcGAS inh: -4

# New compounds follow:
smiles,NPYLR7 ag,mcGAS inh,hcGAS inh
COc1ccc(C(=O)NC2CCCc3ccccc32)cc1S(=O)(=O)N1CCOCC1 (centres undefined),-2,-3,2
CC1CN(C(C(N)=O)c2ccccc2)CC(c2ccccc2)O1 (centres undefined),2,.,-11
Cc1cc(C)nc(SCc2cc(=O)c(OC(=O)Cc3cccs3)co2)n1,-22,7,8
CCC(=O)NNC(=O)COc1ccc(C(C)(C)CC(C)(C)C)cc1,-3,.,-4
CN(CC1CCOC1)C(=O)Nc1ccccc1N(C)C1CCCC1 (centres undefined),5,-5,-11
Cc1cnccc1CN1CC(C(=O)O)CC1=O (centres undefined),2,.,-3
COc1ccc(Cl)cc1NC(=O)Cn1nc(SC)c(-c2nc(-c3cccc(C)c3)no2)c1N,1,-8,-4
O=C(Cn1cnnn1)N1CCOC(COCc2ccc(F)cc2Cl)C1 (centres undefined),12,-6,-5
O=S(=O)(c1c(F)cccc1F)N1CCN(C(c2ccccc2)c2ccc(Br)cc2)CC1 (centres undefined),27,-6,-11
O=C(CN1C(=O)CSc2ccccc21)Nc1ccc(F)c(F)c1F,18,.,-5
CC(C)(CCl)C(=O)Nc1ccc(N2CCCC2)c(C(=O)NCCc2ccccc2)c1,5&6,-10&-7,1&-8
O=C(COc1ccccc1Cl)N(c1nccs1)C1CCCCC1,1,.,-5
Cc1ccccc1-n1c(C)nnc1SCc1nc(C(=O)N2CCC(n3c(=O)[nH]c4ccccc43)CC2)cs1,.,-5,-4
Cc1ccc(OCC2c3ccsc3CCN2C(=O)CN(CC2CCCO2)C(=O)c2cccs2)c(C)c1 (centres undefined),.,-9,-7
O=C1NCCN(C2Cc3ccccc3C2)C1CC(=O)N1CC=C(c2ccccc2)CC1 (centres undefined),3,-9,-9
COc1cc(OC)cc(-c2cc3c(Nc4ccc(NC(C)=O)cc4)nccc3n2C)c1,-9,-4,-2
CCOCC(O)CN(CC(=O)N1CCc2sccc2C1COc1cccc(F)c1)Cc1ccco1 (centres undefined),2,-2,-3
CC(CN1CCOC1=O)NC(=O)Nc1ccc(S(=O)(=O)N(C)C)cc1 (centres undefined),14,.,-1
CCCCn1ncc(C)c1NC(=O)Cc1ccc2c(c1)OCO2,7,-11,-1
NC1CCCN(C2Cc3ccccc3C2)C1 (centres undefined),11,-16,-1
CCN(CC)c1onc(-c2ccccc2)c1CN(CCN(C)C)C(=O)c1ccco1,8,-6,-3
Cc1ccc(-c2c(C)sc3nc(CN(C)Cc4ccccc4C)[nH]c(=O)c23)cc1,13,.,-5
CC(C)(NC(=O)c1cccs1)C(=O)NCCSc1cn[nH]n1,5,.,-8
COc1ccc(CC(=O)N2CCCC(Nc3ccccc3)C2)cc1 (centres undefined),5&1,.,-7&-1
Cn1c(CSc2cccc(Cl)c2)nnc1C1CC1,8,.,-8

# The list goes on; the last 6 above are carried over.
smiles,NPYLR7 ag,mcGAS inh,hcGAS inh
NC1CCCN(C2Cc3ccccc3C2)C1 (centres undefined),11,-16,-1
CCN(CC)c1onc(-c2ccccc2)c1CN(CCN(C)C)C(=O)c1ccco1,8,-6,-3
Cc1ccc(-c2c(C)sc3nc(CN(C)Cc4ccccc4C)[nH]c(=O)c23)cc1,13,.,-5
CC(C)(NC(=O)c1cccs1)C(=O)NCCSc1cn[nH]n1,5,.,-8
COc1ccc(CC(=O)N2CCCC(Nc3ccccc3)C2)cc1 (centres undefined),5&1,.,-7&-1
Cn1c(CSc2cccc(Cl)c2)nnc1C1CC1,8,.,-8
Brc1ccc(CSc2nnc(-c3ccc4c(c3)OCO4)o2)cc1,4,-5,-14
O=C(c1cn(-c2ccccc2Cl)nn1)N1CCN(CCO)CC1,-21,.,1
COC(=O)CNC(=O)c1ccc(NC(=O)N2CCCC2Cc2ccccc2)cc1 (centres undefined),5,.,-8
COc1ccc(CCC2CCCN(C(=O)CSc3ccccn3)C2)cc1 (centres undefined),20,.,-5
Cc1cc(=O)oc2c(C)c(O)c(-c3ccn[nH]3)cc12,0,-5,7
CC(C)CCNC(=O)c1cc2c(=O)n(C)c(=O)n(C)c2n1Cc1ccccc1,-1,-10,-5
N#CCCN1CCN(C(=O)c2ccc(-c3cc(-c4cccc(C(F)(F)F)c4)n[nH]3)cc2)CC1,.,3,-4
COc1ccc(C(=O)N2CCN(c3nc(-c4cccc(F)c4)nc(C)c3Cc3ccccc3)CC2)cc1,.,-10,-10
